TAG inh = inhibitors of triacylglycerol accumulation, primary screen, cell-based, uHTS, fluorescence, H9c2 | H9c2 cells, Nile Red lipid (TAG) fluorescence; cells loaded with 200 µM oleic acid | inhibition, % at 12.5 µM | 230,000 tested, 0.66% active;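 active = pattern-corrected inhibition of lipid staining of at least 50% with the nuclear-stain viability signal not falling by more than 50%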;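 note: 0% = DMSO wells and 100% = triacsin C control wells; some results filed as inactive read as strong as hits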
TAG inh DAPI viability = second read-out of TAG inh, no call of its own (marks repeat the call); DAPI nuclei signal change (viability), lower = more cytotoxic, %;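 whole-well DAPI fluorescence read on a plate reader as a viability signal; minus 50 percent equals half of cells still viable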
An asterisk follows results filed as active.

CC(=O)c1cccc(NC(=O)COC(=O)c2cccc(N3C(=O)c4ccccc4C3=O)c2)c1 was read as TAG inh 9 and TAG inh DAPI viability -8.
Screening CC1Cc2ccccc2N1C(=O)c1ccc2c(c1)nnn2C (configuration not stated) returned TAG inh -4 and TAG inh DAPI viability -7.
Screening COc1ccc(C2CC(c3ccccc3)Nc3ncnn32)cc1 (configuration not stated) returned TAG inh 2 and TAG inh DAPI viability -5.
Screening COc1ccc(NC(=O)N2CCN(c3ccc([N+](=O)[O-])cc3)CC2)cc1OC returned TAG inh -1 and TAG inh DAPI viability 11.
Screening Cc1cc(C)cc(OC(=O)CS(=O)c2ccc(C(F)(F)F)cc2[N+](=O)[O-])c1 (configuration not stated) returned TAG inh -15 and TAG inh DAPI viability 1.
Screening COc1ccc(NC(=S)N(CCc2ccc(OC)c(OC)c2)Cc2ccccn2)cc1 returned TAG inh -12 and TAG inh DAPI viability -10.
`CCOc1ccc(NC(=S)Nc2cc(C)[nH]n2)cc1` gave TAG inh 1 and TAG inh DAPI viability -8.
For Cc1cc(=O)oc2ccc(OCC(=O)N3CCc4ccccc43)cc12 the results were TAG inh 19 and TAG inh DAPI viability -12.
Screening Cc1ccc(-c2nc(-c3cccnc3)no2)c(C)c1 returned TAG inh 25 and TAG inh DAPI viability -35.
Cc1ccc(C)c(Cn2c(=O)n(CCC(=O)NCc3ccco3)c(=O)c3ccccc32)c1 was read as TAG inh 23 and TAG inh DAPI viability -17.
`NC(=O)c1ccc(NCCc2ccccc2)c([N+](=O)[O-])c1` gave TAG inh 3 and TAG inh DAPI viability -3.
Screening O=C(c1ccc(Cl)c(Cl)c1)N1CCOCC1 returned TAG inh -21 and TAG inh DAPI viability 5.
`C/C(=N\NC1=N[C@H]2CS(=O)(=O)C[C@H]2S1)c1ccccc1` gave TAG inh -7 and TAG inh DAPI viability 0.
Cc1cc(C)c(C)c(S(=O)(=O)NCC(=O)Nc2ccccc2F)c1C was read as TAG inh -22 and TAG inh DAPI viability 1.
`CC(=O)c1cc2c(cc1NC(=O)CSc1nnc(C3CC3)n1C)OCO2` gave TAG inh 9 and TAG inh DAPI viability -3.
Screening Cc1ccc(-n2nc(-c3cccnc3)cc2C(=O)N2CCOCC2)c(C)c1 returned TAG inh -5 and TAG inh DAPI viability -2.
CN(C)S(=O)(=O)c1ccc(NC(=O)N2CCN(c3cccc(C(F)(F)F)c3)CC2)cc1 was read as TAG inh -12 and TAG inh DAPI viability 9.
`FC(F)Oc1ccc(-c2c[n+]3c(n2-c2ccccc2)CCCCC3)cc1` gave TAG inh -10 and TAG inh DAPI viability -13.
COc1ccc(CCn2c(C)c(C(C)=O)c3cc(OC(=O)c4ccco4)ccc32)cc1OC was read as TAG inh -8 and TAG inh DAPI viability -10.
Screening CCN(CC)C(=O)C(C)OC(=O)COc1ccc(Cl)cc1Cl (configuration not stated) returned TAG inh 1 and TAG inh DAPI viability -4.
Screening O=C(CN1C(=O)S/C(=C\c2ccc(O)c([N+](=O)[O-])c2)C1=O)Nc1ccc(N2CCOCC2)cc1 returned TAG inh 7 and TAG inh DAPI viability 0.
Screening CC(C)c1ccc(S(=O)(=O)N2CCN(C(C)C(=O)N3CCCC3)CC2)cc1 (configuration not stated) returned TAG inh -8 and TAG inh DAPI viability -6.
O=C(Nc1ccc(NC(=O)C2CC2)cn1)c1ccccc1Cl was read as TAG inh -9 and TAG inh DAPI viability 7.
For CCN1CCN(C2=CC3=CC(=C(C#N)C#N)CCC3CC2)CC1 (configuration not stated) the results were TAG inh -295 and TAG inh DAPI viability 13.
O=C(CN1CC[n+]2c(-c3cccs3)csc21)c1ccc(Br)cc1 was read as TAG inh -6 and TAG inh DAPI viability 5.
`COC(=O)[C@@]12CCCCN1[C@H](c1ccc(-c3ccc(OC)cc3)c(OC)c1)[C@@H]1C(=O)N(C)C(=O)[C@@H]12` gave TAG inh -10 and TAG inh DAPI viability -1.
For CCOc1ccccc1-n1c(SCC(=O)NC(C)CC)nnc1-c1ccoc1C (configuration not stated) the results were TAG inh 6 and TAG inh DAPI viability -1.
For CCCCN(C(=O)c1cnc(C)cn1)c1c(N)n(CCC)c(=O)[nH]c1=O the results were TAG inh 12 and TAG inh DAPI viability -7.
Cc1c(C=N)c(O)n(C)c(=O)c1C#N was read as TAG inh -4 and TAG inh DAPI viability -4.
COc1ccc(-c2nnc(SCC(=O)Nc3cccc(Cl)c3)o2)cc1 was read as TAG inh 9 and TAG inh DAPI viability 6.

A draw from above in order of SMILES length, descending.
Screening CC(C)c1ccc(S(=O)(=O)N2CCN(C(C)C(=O)N3CCCC3)CC2)cc1 (configuration not stated) returned TAG inh -8 and TAG inh DAPI viability -6.
For CCN1CCN(C2=CC3=CC(=C(C#N)C#N)CCC3CC2)CC1 (configuration not stated) the results were TAG inh -295 and TAG inh DAPI viability 13.
O=C(Nc1ccc(NC(=O)C2CC2)cn1)c1ccccc1Cl was read as TAG inh -9 and TAG inh DAPI viability 7.
Cc1c(C=N)c(O)n(C)c(=O)c1C#N was read as TAG inh -4 and TAG inh DAPI viability -4.

Further compounds:
`Cc1nc2nc(-c3ccccc3)nn2c(C)c1Cl` gave TAG inh 2 and TAG inh DAPI viability 11.
For CC(=O)OCC1=C(C(=O)O)N2C(=O)[C@@H](NC(=O)CSc3ccncc3)[C@H]2SC1 the results were TAG inh 9 and TAG inh DAPI viability 1.
COc1cccc(-c2cc3nc(NCc4ccccc4OC)n(C)c(=O)c3s2)c1 was read as TAG inh 8 and TAG inh DAPI viability -3.
Screening Cc1cc(S(=O)(=O)NCC(C)C)ccc1OCC(=O)N1CCOCC1 returned TAG inh 30 and TAG inh DAPI viability -5.
For CCn1cc(CN2CCCC(C(=O)Nc3cccc(-n4cccn4)c3)C2)c(C)n1 (configuration not stated) the results were TAG inh -12 and TAG inh DAPI viability 5.
For O=C(NCc1ccccc1)c1ccc(OC2CSC2)cc1 the results were TAG inh 11 and TAG inh DAPI viability 7.
Screening COc1ccc(-c2nc(CS(=O)CC(=O)N3CCCC3)c(C)o2)cc1 (configuration not stated) returned TAG inh -24 and TAG inh DAPI viability -2.
`CCc1cc2c(=O)c(-c3ccc4c(c3)OCCO4)coc2cc1OC(=O)c1ccco1` gave TAG inh 0 and TAG inh DAPI viability 3.
For CCOC(=O)CSC1=Nc2ccccc2C2=NC(CC(=O)NCc3ccccc3)C(=O)N12 (configuration not stated) the results were TAG inh 4 and TAG inh DAPI viability 6.
For CCOC(=O)C1=C(CN2CCN(CCC#N)CC2)NC(=O)NC1c1ccc2c(c1)OCO2 (configuration not stated) the results were TAG inh -2 and TAG inh DAPI viability -4.

Pulled one by one from the entries so far (5):
For CC(=O)OCC1=C(C(=O)O)N2C(=O)[C@@H](NC(=O)CSc3ccncc3)[C@H]2SC1 the results were TAG inh 9 and TAG inh DAPI viability 1.
`Cc1nc2nc(-c3ccccc3)nn2c(C)c1Cl` gave TAG inh 2 and TAG inh DAPI viability 11.
Screening COc1ccc(-c2nc(CS(=O)CC(=O)N3CCCC3)c(C)o2)cc1 (configuration not stated) returned TAG inh -24 and TAG inh DAPI viability -2.
COc1cccc(-c2cc3nc(NCc4ccccc4OC)n(C)c(=O)c3s2)c1 was read as TAG inh 8 and TAG inh DAPI viability -3.
Screening Cc1cc(S(=O)(=O)NCC(C)C)ccc1OCC(=O)N1CCOCC1 returned TAG inh 30 and TAG inh DAPI viability -5.

Two neighbouring records out of the list so far, for reference:
`Cc1nc2nc(-c3ccccc3)nn2c(C)c1Cl` gave TAG inh 2 and TAG inh DAPI viability 11.
For CC(=O)OCC1=C(C(=O)O)N2C(=O)[C@@H](NC(=O)CSc3ccncc3)[C@H]2SC1 the results were TAG inh 9 and TAG inh DAPI viability 1.

Next section
`COCCNC(=O)[C@H](CSCc1ccccc1)N1Cc2ccccc2C1=O` gave TAG inh -4 and TAG inh DAPI viability 8.
O=C(COc1cccnc1[N+](=O)[O-])Nc1ncc(Cl)cc1Cl was read as TAG inh 5 and TAG inh DAPI viability 1.
Cc1cc(C)n(CC(=O)n2c3ccccc3c3ccccc32)n1 was read as TAG inh 7 and TAG inh DAPI viability -5.
`Cc1ccc(N2CC(C(=O)OCc3nnc(-c4ccccc4)o3)CC2=O)cc1` (configuration not stated) gave TAG inh 8 and TAG inh DAPI viability 6.
CCCCNC(=O)c1ccc(CS(=O)(=O)c2ccc(OC)cc2)o1 was read as TAG inh 7 and TAG inh DAPI viability 8.
CCOc1ccc(-c2nnc3sc(-c4ccccc4OC)nn23)cc1 was read as TAG inh 3 and TAG inh DAPI viability 1.
Cc1nc2c(OCCOc3ccccc3)cccn2c1N(C)C(=O)CCC1CCCC1 was read as TAG inh 19 and TAG inh DAPI viability -6.
CCCCSc1nnc([C@@H]2CCCN2C(=O)OC(C)(C)C)o1 was read as TAG inh -7 and TAG inh DAPI viability 3.
`COC(=O)c1ccc(OC(=O)c2ccco2)cc1` gave TAG inh -13 and TAG inh DAPI viability 17.
COc1ccc(OC)c(N(CC(=O)NC2CCCCCC2)S(=O)(=O)c2ccc(C)cc2)c1 was read as TAG inh -10 and TAG inh DAPI viability -2.
For CN1CCCN(C(=O)c2cc(-c3ccc(Cl)c(Cl)c3Cl)nc3ccccc23)CC1 the results were TAG inh 0 and TAG inh DAPI viability 5.
`COC(=O)c1ccc(NC(=O)c2cc(Cl)ccc2OC)cc1` gave TAG inh 0 and TAG inh DAPI viability 5.
For COc1ccccc1OCCn1c(C(C)O)nc2ccccc21 (configuration not stated) the results were TAG inh -16 and TAG inh DAPI viability -1.
CC(C)(C)NC(=O)CC1C[C@H](C(=O)N2CCOCC2)[C@@]2(CCC3CCCC3)c3[nH]c4ccccc4c3CCN2C1=O (some centres not stated) was read as TAG inh 9 and TAG inh DAPI viability 9.
Screening O=C1/C(=C/c2cccnc2)SC(=S)N1CC1CCCO1 (configuration not stated) returned TAG inh -8 and TAG inh DAPI viability 6.
`CCC[C@@H](O)c1cc2cc(OC)c(OC)cc2c(=O)o1` gave TAG inh -13 and TAG inh DAPI viability 0.
For CCOc1ccc(NC(=O)NCc2cccnc2)cc1 the results were TAG inh -2 and TAG inh DAPI viability 0.
COc1ccc(NC(=O)Nc2c(C)noc2-c2ccccc2)cc1 was read as TAG inh -7 and TAG inh DAPI viability 0.
For CC1CCCN(c2ncnc3c2cnn3-c2ccccc2)C1 (configuration not stated) the results were TAG inh -5 and TAG inh DAPI viability -9.
For CCC(=O)N1CCN(c2ccc(Cl)cc2NC(=S)NC(=O)c2ccco2)CC1 the results were TAG inh 25 and TAG inh DAPI viability -1.
`COc1ccc(CC(=O)NCCCSc2ccccc2)cc1OC` gave TAG inh -5 and TAG inh DAPI viability -2.
CC(=O)N1CCc2cc(S(=O)(=O)N3CCOCC3)ccc21 was read as TAG inh -13 and TAG inh DAPI viability -2.
`Cc1ccccc1NC(=O)NCCc1c[nH]c2ccccc12` gave TAG inh -12 and TAG inh DAPI viability -4.
For COc1ccc(CCn2c(C)cc(C(=O)CSc3nnnn3C)c2C)cc1 the results were TAG inh -9 and TAG inh DAPI viability 5.
`COc1ccc(CC(=O)Nc2ccc(N3CCN(c4ccc(OC)cc4)CC3)c(C#N)c2)cc1` gave TAG inh 36 and TAG inh DAPI viability -1.
`C/C(CC(=O)NCc1ccc(F)cc1)=N\NC(N)=S` gave TAG inh 0 and TAG inh DAPI viability -8.
Screening CCS(=O)(=O)Nc1ccc(C(=O)CC2(O)C(=O)Nc3ccc(Br)cc32)cc1 (configuration not stated) returned TAG inh 7 and TAG inh DAPI viability 4.
For O=C(NCc1ccccc1)c1ccc(NC(=O)C2CCC2)cc1 the results were TAG inh 5 and TAG inh DAPI viability -8.
For CC1CCCCC12NC(=O)N(CC(=O)N1CCN(S(=O)(=O)c3cccs3)CC1)C2=O (configuration not stated) the results were TAG inh 3 and TAG inh DAPI viability -13.
CC(NC(=O)C(C)(C)C)C(c1cccs1)N1CCOCC1 (configuration not stated) was read as TAG inh -10 and TAG inh DAPI viability -2.
`O=C(Nc1cccc(S(=O)(=O)N2CCCC2)c1)c1cncc(Br)c1` gave TAG inh 4 and TAG inh DAPI viability -2.
CC(OC(=O)C1=COCCO1)C(=O)Nc1cc(S(=O)(=O)N2CCCCC2)ccc1Cl (configuration not stated) was read as TAG inh -5 and TAG inh DAPI viability -8.
Cc1ccc(C2C(C#N)=C(N)SC(N)=C2C#N)cc1 was read as TAG inh -2 and TAG inh DAPI viability -3.
Screening C=CCSc1nnc2nc3c(nn12)c1cc(C)ccc1n3CC=C returned TAG inh 21 and TAG inh DAPI viability -10.
For COc1cccc(NC(=O)Cn2c(-c3cncs3)nc3ccccc32)c1 the results were TAG inh 25 and TAG inh DAPI viability -15.
COc1ccc(-c2cn3c(C)c(C(=O)N4CCN(c5ccccc5F)CC4)sc3n2)cc1 was read as TAG inh 9 and TAG inh DAPI viability -8.
For COc1ccc(N=C2S/C(=C\c3cc(C)n(C)c3C)C(=O)N2C)cc1 the results were TAG inh 10 and TAG inh DAPI viability 2.
O=C(NCc1ccc(F)cc1)c1cc(C2CCCCN2S(=O)(=O)c2ccc(F)cc2F)on1 (configuration not stated) was read as TAG inh 5 and TAG inh DAPI viability 4.
`CCN(CC)C(=O)[C@H]1CC(CC(=O)NCc2cccc(C(F)(F)F)c2)C(=O)N2CCc3c([nH]c4ccc(OC)cc34)[C@]12C` (some centres not stated) gave TAG inh 25 and TAG inh DAPI viability -3.
Screening COc1ccc(C(=O)NCCCN2CCN(CCCNC(=O)c3ccc(OC)c(OC)c3)CC2)cc1OC returned TAG inh 8 and TAG inh DAPI viability 0.
`O=C(O)C1=C(OCc2ccccc2)C(=O)NCC1` gave TAG inh -14 and TAG inh DAPI viability 9.
`O=C(CSc1ncnc2[nH]ncc12)Nc1cccc(Oc2ccccc2)c1` gave TAG inh -18 and TAG inh DAPI viability -3.
CCN(CC)C(=O)CSc1ncnc2c1nnn2-c1ccc(F)cc1 was read as TAG inh 4 and TAG inh DAPI viability -4.
Screening CC(C(=O)N(C)Cc1cccc(F)c1)N1CCN(S(=O)(=O)c2ccc3c(c2)OCCCO3)CC1 (configuration not stated) returned TAG inh -10 and TAG inh DAPI viability 1.

Assay outcomes: PubChem, Sanford-Burnham Center for Chemical Genomics

These rows are one share of the data; rates above refer to the full screens.
